Compound activity deposited in PubChem BioAssay by National Center for Advancing Translational Sciences (NCATS).
KB-V1 MDR tox – kills drug-selected multidrug resistant KB-V1 cells | KB-V1 MDR cells viability, CellTiter-Glo, 72 h | actives 3.4% (n = 400,000) | Potency, µM (highest dose often 46.1 µM), for inactives: at the top dose activity change, negative = cytotoxicity, actives largely listed as cytotoxic; also: potency is read from the fitted curve at half-maximal effect; % is scaled to controls: 0 for no effect and ±100 for the full control effect; nearly all actives have a fitted effect of over 60% in size
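Luminescent ATP read-out (CellTiter-Glo, 10 min) measures survival of drug-selected KB-V1 MDR cells after 72 h, 37 degrees C compound exposure. Medium: phenol-red-free DMEM, 10% FBS. Values from fitted concentration-response curves.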
SW480 rereplic – induces DNA re-replication in SW480 colon adenocarcinoma cells | SW480 DNA re-replication, Hoechst DNA content imaging, 48 h | Potency, µM (highest dose often 46.1 µM), for inactives: at the highest dose re-replication activation, usual class: activators | actives 1.8% (n = 340,000) | AID 624297; also: potency is read from the fitted curve at half-maximal effect; % of control where 0% means no effect; nearly all actives have a fitted effect of over 55% in size
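DNA re-replication was detected as more nuclei of elevated Hoechst intensity after 48 hr exposure to compound (23 nL pinned per well of 250 cells).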
KB-3-1 cytotox – kills parental KB-3-1 adenocarcinoma cells; KB-3-1 viability, CellTiter-Glo ATP luminescence, 72 h; Potency, µM (top dose mostly 46.1 µM), for the others: at the top dose activity change, negative = cytotoxic, most hits filed as cytotoxic; actives 1.4% (n = 400,000); AID 1347075; also: potency is read from the fitted curve at half-maximal effect; % is scaled to controls: 0 for no effect and ±100 for the full control effect; nearly all actives have a fitted effect of over 60% in size
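Cytotoxicity measured as CellTiter-Glo luminescence after 72 h at 37 C. Compound titrations were pinned onto drug-naive KB-3-1 parental adenocarcinoma cells grown in DMEM with 10% FBS, and normalized data fitted to concentration-response curves.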
IL1B secr inh – blocks inflammasome-driven IL-1 beta release | activity change, % at 57.5 µM | actives 4.7% (n = 360,000) | AID 743279 | THP-1 LPS/ATP IL-1B secretion, AlphaLISA, 16 h; active compounds read low; in the data active = activity change below about -50%; inconclusive = mostly about -30% to -49%; also: % is scaled to controls: 0 for no effect and ±100 for the full control effect
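Secreted IL-1B measured by AlphaLISA bead assay after 16 h compound exposure of THP-1 cells; compounds (final up to 57.5 uM) added 1 h before LPS (250 ng/mL) and ATP (1.25 mM) stimulation; lower signal means less secretion.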
HT1080NT lethal – kills 2HG-producing HT-1080-NT fibrosarcoma cells. Potency, µM (doses to about 46.1 µM), inactives show at the top dose activity, negative = less viability, most hits filed as cytotoxic. HT-1080-NT fibrosarcoma viability, CellTiter-Glo ATP luminescence, 48 h. actives 1.6% (n = 360,000);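 also: NT is the 2HG producing partner of a matched IDH1 knockdown line; potency is read from the fitted curve at half-maximal effect; 0% = DMSO-treated cells and -100% = media-only wells without cells; nearly all actives have a fitted effect of over 55% in size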
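750 cells/well, RPMI + 5% FBS; 2 h settle, compound pin-transfer, 48 h at 37 degrees C. CellTiter-Glo 10 min RT, luminescence. Normalized to DMSO and media-only wells.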
HT1080 IDH1KD tx – kills HT-1080 cells with IDH1 knockdown; HT-1080 IDH1 knockdown viability, ATP luminescence, 48 h; Potency, µM (series often up to 46.1 µM), for the others: at the top dose activity, negative = toxicity, usual class: cytotoxic; actives 2% (n = 360,000);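 also: potency is read from the fitted curve at half-maximal effect; 0% = DMSO wells and -100% = cell-free medium wells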
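Knockdown cells (IDH1KD HT-1080) received compounds 2 h after plating at 750 cells/well and were kept 48 h at 37 °C in 5% FBS RPMI. A CellTiter-Glo luminescence read gave % activity for curve fitting.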
GLP1R ag – GLP-1 receptor (human) agonism; actives 0.007% (n = 380,000); AID 624172; Potency, µM (doses to about 45.6 µM), for the others: top-dose activation, most hits filed as activators; HEK293 GLP-1R CRE-luciferase, luminescence, 4-6 h; cells express a hypersensitive GLP-1R form; also: potency is read from the fitted curve at half-maximal effect; % of control where 0% means no effect
Target sequence (P43220 whole entry, looked up): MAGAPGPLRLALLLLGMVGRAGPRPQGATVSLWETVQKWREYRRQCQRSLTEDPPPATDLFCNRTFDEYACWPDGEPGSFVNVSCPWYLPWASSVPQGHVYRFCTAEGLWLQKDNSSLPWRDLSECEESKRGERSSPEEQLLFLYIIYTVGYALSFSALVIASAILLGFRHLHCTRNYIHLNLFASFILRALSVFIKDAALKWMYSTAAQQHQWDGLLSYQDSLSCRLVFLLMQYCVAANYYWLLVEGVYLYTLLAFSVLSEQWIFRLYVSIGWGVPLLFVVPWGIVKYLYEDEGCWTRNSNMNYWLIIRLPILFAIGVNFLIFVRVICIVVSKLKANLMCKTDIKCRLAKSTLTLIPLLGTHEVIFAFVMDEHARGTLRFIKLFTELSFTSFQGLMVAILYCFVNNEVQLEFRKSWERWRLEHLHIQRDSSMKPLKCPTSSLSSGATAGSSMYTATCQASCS
DRD3 antagonist – D3 dopamine receptor (human) antagonism; D3R cells, DiscoveRx beta-arrestin luminescence, antagonist mode; active compounds read low; P35462; actives 2.5% (n = 360,000); max response, negative = inhibition, %; AID 652054; in the data active = max response below about -50%; inconclusive = no clear call, values can overlap the other calls; also: % is scaled to controls: 0 for no effect and ±100 for the full control effect; mostly tested at two doses, the higher about 12 µM
Target sequence (P35462 whole entry, looked up): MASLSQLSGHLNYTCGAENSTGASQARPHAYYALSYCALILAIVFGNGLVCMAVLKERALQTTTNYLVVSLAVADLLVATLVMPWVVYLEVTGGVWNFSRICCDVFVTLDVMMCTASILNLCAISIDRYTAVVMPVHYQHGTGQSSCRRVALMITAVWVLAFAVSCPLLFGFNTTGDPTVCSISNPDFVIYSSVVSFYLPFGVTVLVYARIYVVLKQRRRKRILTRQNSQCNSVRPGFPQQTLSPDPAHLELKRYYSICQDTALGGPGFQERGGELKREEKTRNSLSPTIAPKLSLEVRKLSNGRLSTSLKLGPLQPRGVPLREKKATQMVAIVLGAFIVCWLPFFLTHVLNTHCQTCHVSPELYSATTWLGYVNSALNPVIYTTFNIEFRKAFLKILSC
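Cells expressing the human receptor were seeded at 1500 cells/well, incubated overnight at 37 degrees C in 5% CO2, then exposed to library compounds with dopamine controls for 90 minutes at 37 degrees C before luminescent detection.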
D3 ag – agonists of human D3 dopamine receptor | AID 652048 | max activation, % | actives 0.58% (n = 410,000) | D3R DiscoveRx beta-arrestin cells, luminescence, 90 min; in the data active = max activation above about 30%; also: 0% is about no effect; mostly tested at two doses, the higher about 12 µM
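Cells at 1500/well, incubated overnight, then treated with pinned compounds (dopamine as control) for 90 min at 37 degrees C. DiscoveRx reagent added for 30 - 60 minutes at room temperature; luminescence read.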
An asterisk follows results filed as active; ? = inconclusive; · = no result given; & = joins results of further samples; [ ] = remark or other dose. Unless noted, calls follow the shape of the dose curve; as a rule, active = well fitted curve in the direction sought with a large enough effect; inconclusive = small, poorly fitted or top-dose-only effect, or another doubt; inactive = no such curve, though single readings can be large; an effect the other way counts as inactive or inconclusive.

SMILES	KB-V1 MDR tox	SW480 rereplic	KB-3-1 cytotox	IL1B secr inh	HT1080NT lethal	HT1080 IDH1KD tx	GLP1R ag	DRD3 antagonist	D3 ag
COc1ccc(N=C2SC(C(=O)Nc3ccc(F)cc3)CC(=O)N2C)cc1 (stereo not drawn)	?	-3%	6%	4	-25%	-15%	13%	6	3
CCOC(=O)c1cc(-c2ccco2)nc2c1c(C)nn2-c1ccccc1	-4%	15%	14%	10	4%	6%	-7%	-4	3
NC(=O)c1cn(-c2ccccc2)nc1-c1cccnc1	-2%	-16%	20%	-13	22%	27%	11%	6	-2
COc1ccc(CCNCC(O)COc2cccc(Br)c2)cc1OC (stereo not drawn)	-3%	2%	2%	-61*	-16%	-19%	1%	-23	-15
COC(=O)CC1=NN(c2ccc(OC)cc2)C(=O)/C1=C\c1ccc(Cl)cc1	0%	0%	-4%	3	3%	8%	-1%	-9	-6
COC(=O)c1c(-c2ccccc2OC)sc2ccc(OC)cc12	0%	11%	4%	20	-7%	7%	19%	29	-3
Cc1cc(C(=O)N/N=C/c2cccn2C)no1	-9%	-3%	-1%	-8	28%	15%	1%	-8	-2
Cc1ccc(CC(=O)NCCCn2ccnc2)cc1	1%	-1%	0%	9	0%	25%	0%	5	2
O=C(C1CCCN(Cc2ccncc2)C1)N1CCc2ccccc2C1 (stereo not drawn)	-21%	-9%	0%	17	6%	3%[9.24 µM]	-5%	-72*	-7
CCOC(=O)c1c(/N=C/C2C(=O)CCCC2=O)sc2c1CCCC2	11%	-14%	-5%	-18	4%	-1%	17%	5	0
Cc1cc(C(=O)NNC(=O)Nc2cccc(C(F)(F)F)c2)no1	3%	-2%	4%	-8	-9%	-12%	3%	-3	-2
CCOC(=O)Cc1csc(SCC(=O)Nc2oc(C)c3c(C)n[nH]c(=O)c23)n1	0%	13%	23%	-1	-5%	-6%	-9%	-19	9
O=C(CN1C(=O)NC2(CCCC2)C1=O)NNC(=O)c1ccccc1F	3%	-4%	5%	15	10%	9%	5%	22	1
CCCCCCCCN1C(=O)[C@H](CC(=O)NCc2ccc(OC)c(OC)c2)C[C@@]2(C(=O)OCC)CCCC=C12	?	·	?	-77*	?	?	4%	-15	-5
O=C(c1ccccc1)N1CCC2(CC1)NCCc1[nH]cnc12	0%	-11%	2%	12	7%	11%	2%	8	0
COc1ccc(OC)c(NC(=O)CCCN2C(=O)C3C4C=CC(C4)C3C2=O)c1 (stereo not drawn)	1%	8%	1%	16	-1%	0%	1%	15	-1
CCC(=O)N/N=C(\C)CC(=O)Nc1ccc(Cl)cc1	16%	-5%	-4%	-4	-13%	-30%	7%	5	6
O=c1[nH]cc(-c2ccccc2)c(=O)[nH]1	-4%	-16%	1%	-3	1%	1%	-3%	-26	-4
CCc1nnc(NS(=O)(=O)c2ccc(NC(=S)NC(=O)c3cccnc3)cc2)s1	2%	0%	4%	56	7%	-5%	0%	-16	-5
CCC1=NN(C(=O)CCc2ccccc2)C(O)(C(F)(F)F)C1 (stereo not drawn)	6%	3%	13%	0	-3%	?	18%	?	-2
COc1cccc(NC(=O)C2(C)CCN2C(=O)C2CCCCC2)c1 (stereo not drawn)	-12%	·	0%	47	2%	19%	4%	0	2
Cc1nn(C)c(Sc2ccccc2N)c1[N+](=O)[O-]	13%	-61%[inhibitor]	0%	16	-13%	-4%	5%	17	2
O=S(=O)(c1ccccc1)c1cnc(-c2ccccc2)nc1N1CCCCC1	-3%	-5%	4%	11	-2%	-16%	20%	-13	-7
Cc1cccc(NC(=O)Cc2cccs2)n1	?	0%	4%	-10	0%	1%	10%	13	1
O=C(O)c1ccc(S(=O)(=O)NN=Cc2c[nH]c3ccccc23)cc1	23%	·	2%	4	4%	2%	-6%	6	2
CC(=O)C1=C(C)NC(=O)CC1c1ccc(Br)cc1 (stereo not drawn)	6%	-3%	-3%	1	10%	5%	7%	0	4
O=C(CSc1nnc(CN2CCCC2)n1-c1ccc(F)cc1)c1ccc2c(c1)OCO2	-2%	-5%	-16%	?	7%	1%	1%	-9	-5
CC1CCN(S(=O)(=O)CCNC(=O)c2ccc(F)cc2)CC1	-2%	-102%[inhibitor]	-1%	15	12%	10%	20%	2	1
O=C(NCc1cccnc1)c1noc2c1CCCC2	-24%	-9%	18%	20	13%	-4%	-11%	9	4
COc1ccc(NC(=O)CN2C(=O)NC(C)(c3ccccc3)C2=O)cn1 (stereo not drawn)	19%	·	6%	13	5%	1%	18%	28	2
COc1cc(/C=N/NC(=O)COc2ccccc2C)ccc1OC(=O)c1cccs1	-4%	-2%	5%	19	3%	1%	-2%	6	2
Cc1cc2n(n1)C(c1ccc3c(c1)OCO3)Nc1ccccc1-2 (stereo not drawn)	0%	1%	-5%	-9	-9%	-1%	2%	25	3
Cc1cccc(NC(=O)c2cc(Cl)nc3ccccc23)c1	0%	-2%	-12%	13	7%	6%	-6%	22	3
CN(c1ccc(Cl)cc1)c1cc(=O)n(C)c2ccccc12	?	-5%[9.22 µM]	?	2	?	?	13%	30	-3
S=c1nc2[nH]c3ccccc3c2n[nH]1	-17%	-2%	-18%	18	0%	3%	3%	0	-1
CC(C)CNC(=O)C1(C)CCCN1C(=O)c1cccnc1Oc1ccccc1 (stereo not drawn)	-2%	·	-1%	-6	1%	23%	4%	-2	-3
CCn1cc(C(=O)N[C@@H](CCSC)C(=O)NCCN2CCOCC2)c(=O)c2cc3c(cc21)OCO3	-5%	0%	21%	44	1%	11%	-4%	3	-3
O=C(N/N=C1\CCS(=O)(=O)c2ccc(F)cc21)c1ccc([N+](=O)[O-])cc1	-3%	-32%[inhibitor]	2%	10	2%	-1%	-4%	-17	11
CCCc1cc(=O)oc2cc(OCC(=O)NC(Cc3c[nH]c4ccc(O)cc34)C(=O)O)c(Cl)cc12 (stereo not drawn)	29%	-1%	5%	-10	4%	3%	-3%	-2	3
COc1ccc(NC(=O)CN(C)C(=O)Cn2c(=O)oc3ccccc32)cc1	-4%	4%	0%	-1	-6%	-2%	10%	3	2
CC(C)NS(=O)(=O)c1ccc(OCC(=O)Nc2cccc(F)c2)cc1	25%	1%	17%	3	2%	4%	18%	1	14
COCCCNC(=O)c1ccc2nc([C@@H]3O[C@H](CO)[C@H](O)[C@H](O)[C@H]3O)[nH]c2c1	2%	·	0%	43	22%	16%	-1%	-15	6
O=[N+]([O-])c1ccc(N2CCC(O)CC2)nc1	12%	-2%	-7%	-6	12%	18%	17%	1	-6
CCc1nc(Nc2ccc(OC)cc2OC)c2oc3ccccc3c2n1	-2%	?	-20%	-12	?	15µM*	29%	74	18
CCS(=O)(=O)N1CCN(C(=O)c2cc(OC)cc(OC)c2)CC1	4%	-4%	2%	6	-3%	-1%[9.24 µM]	-1%	-21	-11
COc1cc(CNc2ncc(-c3ccc(Br)cc3)n2C)cc(OC)c1O	-25%	-12%	-4%	7	-2%	-1%	-2%	14	-3
CC1(C2CC2)NC(=O)N(CC(=O)Nc2ccccc2C#N)C1=O (stereo not drawn)	22%	0%	4%	2	10%	6%	0%	4	4
COc1cc(/C=C2\SC(=S)N(N3CCOCC3)C2=O)ccc1O	0%	-2%	0%	-1	-2%	1%	6%	?	2
CON(c1nc(N(C)C)nc(N(C)C)n1)S(=O)(=O)c1ccccc1Cl	?	-4%	9%	17	-20%	1%	0%	-18	2
CCO[C@@H]1OC(C(=O)NC2CC2)=C[C@H](c2c[nH]c3ccccc23)[C@H]1CCCO	-12%	-7%	10%	2	1%	4%	-1%	-65*	4

Next structures:
SMILES	KB-V1 MDR tox	SW480 rereplic	KB-3-1 cytotox	IL1B secr inh	HT1080NT lethal	HT1080 IDH1KD tx	GLP1R ag	DRD3 antagonist	D3 ag
COC(=O)c1ccccc1NC(=O)c1ccc(=O)n(Cc2cccc(C)c2)c1	?	·	-21%	·	·	·	10%	·	7
Cc1nc2cc(S(=O)(=O)C(F)(F)F)ccc2s1	2%	-1%	-7%	0	3%	-2%	8%	-24	-10
O=C(Nc1ccnn1C1CCN(Cc2ccccc2)CC1)C1CCOC1 (stereo not drawn)	2%	-4%	2%	9	-1%	3%	1%	11	0
COc1ccc(C(=O)NNC(=O)CSc2nnc(C)n2C)cc1	-2%	0%	2%	19	1%	-7%	0%	1	-9
CCN(CC)C(=O)C1=C(C)Nc2nc3ccccc3n2C1c1cccc(OC)c1 (stereo not drawn)	?	-2%	10%&0%	?	0%	11%	1%&-9%	-13	-8&-6
Nc1cccc(-c2ccc(CO)o2)c1	?	-2%	3%	36	12%	28%	-3%	31	1
S=C(NC1CCCC1)N1CCN(c2ncccn2)CC1	-1%	-10%	3%	7	18%	29%	13%	5	1
CCCCOc1ccc(Nc2nc(C)cc(C)c2C#N)cc1	7%	?	-2%	11	3%	0%	-1%	11	-2
CC1CCN(c2oc(-c3ccc(F)cc3)nc2C#N)CC1	?	11%	?	?	3%	7%	?	-21	0
CC(=O)NC12CC3CC(C)(C1)CC(NC(C)=O)(C3)C2	-15%	11%	-20%	-6	5%	-1%	-14%	-22	-14

Compounds listed so far that have an aryl thioether with sulfur outside any ring (4):
SMILES	KB-V1 MDR tox	SW480 rereplic	KB-3-1 cytotox	IL1B secr inh	HT1080NT lethal	HT1080 IDH1KD tx	GLP1R ag	DRD3 antagonist	D3 ag
CCOC(=O)Cc1csc(SCC(=O)Nc2oc(C)c3c(C)n[nH]c(=O)c23)n1	0%	13%	23%	-1	-5%	-6%	-9%	-19	9
Cc1nn(C)c(Sc2ccccc2N)c1[N+](=O)[O-]	13%	-61%[inhibitor]	0%	16	-13%	-4%	5%	17	2
O=C(CSc1nnc(CN2CCCC2)n1-c1ccc(F)cc1)c1ccc2c(c1)OCO2	-2%	-5%	-16%	?	7%	1%	1%	-9	-5
COc1ccc(C(=O)NNC(=O)CSc2nnc(C)n2C)cc1	-2%	0%	2%	19	1%	-7%	0%	1	-9
